# From PubChem BioAssay
# RGS4 inh – inhibitors of human regulator of G protein signaling 4. AID 504845. Transcreener GDP fluorescence polarization, RGS4-accelerated GTP hydrolysis. Potency, µM (highest dose often 114 µM), inactives show at the highest dose activity change, negative = inhibition, hits mostly inhibitors. P49798. hit rate 0.039% among 390,000; note: % is set by controls: 0 for no effect and ±100 for the full control effect; nearly all actives have a fitted effect of over 75% in size; some results filed as inactive show a strong effect at the top dose
# Target sequence (P49798 whole entry, looked up): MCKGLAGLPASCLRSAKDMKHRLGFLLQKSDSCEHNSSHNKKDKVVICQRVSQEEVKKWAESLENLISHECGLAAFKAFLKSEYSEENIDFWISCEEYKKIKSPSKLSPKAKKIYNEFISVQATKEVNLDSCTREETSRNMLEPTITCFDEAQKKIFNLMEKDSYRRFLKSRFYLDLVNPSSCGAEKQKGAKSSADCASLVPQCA
#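 MLSMR compounds (23 nl, pin-transferred) preincubated 10 min at room temperature with a 500nM (2x) first reagent, then RGS4 at 900nM (2x) plus Transcreener GDP mix added; fluorescence polarization (620/688 nm) read before and after 90 min at 30 °C.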
# 12-LOX inh – ALOX12 (human) lipoxygenase inhibition. purified 12hLO, xylenol orange hydroperoxide absorbance. Potency, µM (series often up to 108 µM), without a hit: top-dose activity change, negative = inhibition, usual class: inhibitors. hit rate 1.1% among 580,000; note: % is set by controls: 0 for no effect and ±100 for the full control effect
#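 Hydroperoxide product was detected by ferrous iron/xylenol orange as the 573 to 405 nm absorbance ratio. Arachidonic acid at 40 uM (final) was turned over for 30 min at room temperature by 150 nM human 12hLO, pH 7.0 Hepes buffer, after 15 min compound preincubation.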
# GLS inh – inhibitors of human glutaminase (GLS). O94925. GLS enzymatic activity, qHTS titration. Potency, µM (doses to about 45.5 µM), for the others: top-dose activity change, negative = inhibition, usual class: inhibitors. hit rate 0.21% among 410,000; note: % is set by controls: 0 for no effect and ±100 for the full control effect
#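 Assay buffer: 45 mM KH2PO4 pH 8.2, 0.02% Tween-20. hKGA acts on L-glutamine (1 mM solution added); product glutamate is reported by an oxidase/peroxidase Amplex Red coupling, with fluorescence taken at baseline and 30 min.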
# Pin1 inh – human Pin1 inhibition; Potency, µM (titrated, usually from 115 µM), for the others: top-dose activity, negative = inhibition, usual class: inhibitors; Pin1 FP peptide displacement, HiFluor488, 10 min; Q13526; hit rate 0.009% among 390,000; active = well fitted inhibition curve with a large enough effect in the polarisation, with a control signal flat, not every such curve was filed as active; inconclusive = small, poorly fitted or top-dose-only effect, or effect the other way, or a change in a side signal; inactive = no such curve, though single readings can be large or run the other way; the % refers to the polarisation; note: % is set by controls: 0 for no effect and ±100 for the full control effect
# Target sequence (Q13526 whole entry, looked up): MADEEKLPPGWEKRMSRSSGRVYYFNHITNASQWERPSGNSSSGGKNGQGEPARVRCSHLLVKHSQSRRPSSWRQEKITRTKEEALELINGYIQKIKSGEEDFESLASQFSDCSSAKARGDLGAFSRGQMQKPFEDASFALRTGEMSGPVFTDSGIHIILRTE
# HP1b binding inh – blocks HP1-beta chromodomain binding to methylated histone tails. Potency, µM (highest dose often 114 µM), inactives show top-dose activity change, negative = inhibition, actives largely listed as inhibitors. AlphaScreen HP1-beta / biotin-H3K9me3 peptide binding. hit rate 0.56% among 390,000. AID 540317; note: nearly all actives have a fitted effect of over 70% in size; inactives centre near 23
#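 HP1-beta protein (50 nM final) preincubated 30 min at room temperature with biotinylated H3(1-18)K9me3 peptide (50 nM) in PBS pH 7.4, 0.01% Tween-20, then compound added for 30 min. AlphaScreen streptavidin donor/nickel chelate acceptor beads (10 ug/mL final), 30 min dark, luminescence read.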
# JMJD2A Tudor – blocks the human JMJD2A Tudor domain; O75164; AlphaScreen JMJD2A-Tudor / H3K4me3 peptide binding; Potency, µM (doses to about 114 µM), without a hit: top-dose activity change, negative = inhibition, actives largely listed as inhibitors; hit rate 4.4% among 390,000; note: % is set by controls: 0 for no effect and ±100 for the full control effect; nearly all actives have a fitted effect of over 50% in size
# TrxR1 inh – blocks rat thioredoxin reductase 1; Potency, µM (highest dose often 114 µM), for the others: top-dose activity change, negative = inhibition, usual class: inhibitors; O89049; recombinant rTrxR1, NADPH fluorescence consumption, selenite substrate; hit rate 1% among 390,000; AID 588453; note: % is set by controls: 0 for no effect and ±100 for the full control effect; nearly all actives have a fitted effect of over 65% in size
#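 Rat TrxR1 (90 nM in the dispensed reagent) was pre-reduced with 400 uM NADPH for 5 min at room temperature, then incubated with compound for 15 min. After 400 uM selenite was added, NADPH fluorescence (Ex 340/Em 450 nm) was followed for 8 min.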
# ERG-DNA inh – ERG Ets/DNA interaction inhibition. P11308. fluorescence polarization, His-ERG Ets domain / labelled DNA. Potency, µM (highest dose often 76.9 µM), for inactives: at the highest dose FP activity, negative = inhibition, actives largely listed as inhibitors. hit rate 0.028% among 370,000. AID 624246; active = well fitted inhibition curve with a large enough effect in the polarisation, with a control signal flat; inconclusive = small, poorly fitted or top-dose-only effect, or effect the other way, or a change in a side signal; inactive = no such curve, though single readings can be large or run the other way; the % refers to the polarisation;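 note: polarization taken with two DNA probes labelled with fluorescein and Texas red; % of control where 0% means no effect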
# Target sequence (P11308 whole entry, looked up, the tested form may be a part): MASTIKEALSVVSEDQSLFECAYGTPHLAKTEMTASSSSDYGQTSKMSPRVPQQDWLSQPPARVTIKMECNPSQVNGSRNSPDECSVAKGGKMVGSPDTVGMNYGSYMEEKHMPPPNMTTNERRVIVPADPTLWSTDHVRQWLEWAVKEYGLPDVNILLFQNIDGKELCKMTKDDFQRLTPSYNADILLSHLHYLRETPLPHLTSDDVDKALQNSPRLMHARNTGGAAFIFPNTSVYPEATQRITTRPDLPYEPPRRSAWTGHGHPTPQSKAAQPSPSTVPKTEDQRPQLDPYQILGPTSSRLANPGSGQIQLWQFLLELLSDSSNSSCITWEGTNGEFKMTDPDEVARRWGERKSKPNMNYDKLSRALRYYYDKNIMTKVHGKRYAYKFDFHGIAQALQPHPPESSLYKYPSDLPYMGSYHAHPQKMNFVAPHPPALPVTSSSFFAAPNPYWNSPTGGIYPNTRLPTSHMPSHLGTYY
#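 His-tagged ERG Ets domain (1 uM in the protein solution; 300mM KCl, 50mM Tris-HCl, 1mM EDTA, 1mM DTT, pH 7.5) received compound, then a probe mix of 5 nM fluorescein-DNA and 100nM Texas-615-DNA. Fluorescence polarization was read for both dyes.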
# Tb PGK inh – blocks T. brucei phosphoglycerate kinase; P07378; PGK/GAPDH coupled, Kinase-Glo luminescence, 60 min; Potency, µM (doses to about 57.5 µM), inactives show top-dose activity change, negative = inhibition, hits mostly inhibitors; hit rate 0.043% among 380,000; note: % is set by controls: 0 for no effect and ±100 for the full control effect; nearly all actives have a fitted effect of over 60% in size
#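 Recombinant glycosomal PGK reaction used 1,3-bisphosphoglycerate generated in-well by GAPDH (100nM final) in 100mM TEA pH 7.6, 5mM MgCl2, 0.01% Tween-20. After 60 minutes at room temperature, ATP was read by Kinase-Glo Plus luminescence end-point.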
# Active calls of the source: *; i = inactive; ? = inconclusive; / = not tested or not shown; [ ] = remark or other dose. Unless noted, calls come from the whole dose curve; as a rule, active = well fitted curve in the direction sought with a large enough effect; inconclusive = small, poorly fitted or top-dose-only effect, or another doubt; inactive = no such curve, though single readings can be large; an effect the other way counts as inactive or inconclusive. Potency is the fitted concentration of half-maximal effect. Not all compounds are listed; count on the stated rates, not on these rows.
structure,JMJD2A Tudor,GLS inh,12-LOX inh,ERG-DNA inh,Pin1 inh,TrxR1 inh,HP1b binding inh,Tb PGK inh,RGS4 inh
CC1(O)CC(=O)N(c2ccccc2)O1 (centres undefined),20%,/,-4%,-2%,?,-30%,26%,0%,6%
Cc1ccc(S(=O)(=O)N2CCN(C(=O)COC(=O)COc3ccc(Cl)c(C)c3)CC2)c(C)c1,?,15%,232%[activator],18%,45%[activator],32%,5%,-8%,-84%
CN(C)S(=O)(=O)c1ccc(C(=O)NCc2nnc(SCC(=O)N3CCCCCC3)o2)cc1,-20%,-1%,13%,1%,2%,7%,42%[activator],1%,5%
NC(=O)C1CCN(C(=O)CNC(=O)c2ccc(Br)o2)CC1,1%,2%,-2%,-8%,0%,?,16%,10%,6%
O=C(CSc1ncccc1C(=O)O)c1ccc2ccccc2c1,-18%,7%,?,0%,1%,16%,29%,-2%,-12%
CC(=O)Nc1ccc2nc(N)sc2c1,-1%,11%,-26%,/,-6%,-8%,9%,4%,11%
CCCn1c(=O)c2sccc2n2c(CCCC(=O)Nc3ccc(Oc4ccccc4)cc3)nnc12,2%,-1%,?,3%,20%,7%,90%[activator],i,-35%
COc1cccc(CNC(=O)Cn2cc([N+](=O)[O-])cn2)c1,-1%,-12%,7%,-5%,10%,14%[57.1 µM],40%[activator],-3%,15%
CCCOc1ccc(C(=O)Nc2cc3c(cc2N2CCCCC2)n(C)c(=O)n3C)cc1,-27%,3%,?,4%,-8%,13%,-5%,i,25%
COc1ccc2cc(C3=CCCCC3)ncc2c1,10%,4%,?,11%,-2%,-19%,64%[activator],-15%,-17%
CCOC(=O)c1c(C)[nH]c(C(=O)CSc2nnc(-c3ccncc3)n2CC)c1C,-10%,6%,1%,/,-1%,-5%,30%[activator],/,14%
COCCn1ccc2c(OCC(=O)NCCc3ccc(OC)c(OC)c3)cccc2c1=O,-17%,3%,-21%,14%,0%,3%,4%,-7%,12%
CC(C)COc1ccc(-c2cc(C(=O)NN)[nH]n2)cc1,-18%,12%,10%,13%,3%,23%,39%,i,12%[11.4 µM]
COc1ccc(-c2nnc(SCC(=O)Nc3cccc(Cl)c3C)nc2-c2ccc(OC)cc2)cc1,?,2%,-22%,-5%,?,8%[57.1 µM],-6%,-7%,0%
COc1ccccc1NC(=O)Cn1c(=O)c(CNc2ccccc2)cc2cc(OC)c(OC)cc21,-22%,-12%,-58%,4%,?,?,12%,i,-5%

# 2 entries drawn at random from those above, as already listed:
structure,JMJD2A Tudor,GLS inh,12-LOX inh,ERG-DNA inh,Pin1 inh,TrxR1 inh,HP1b binding inh,Tb PGK inh,RGS4 inh
NC(=O)C1CCN(C(=O)CNC(=O)c2ccc(Br)o2)CC1,1%,2%,-2%,-8%,0%,?,16%,10%,6%
COc1cccc(CNC(=O)Cn2cc([N+](=O)[O-])cn2)c1,-1%,-12%,7%,-5%,10%,14%[57.1 µM],40%[activator],-3%,15%

# Going on with the list:
structure,JMJD2A Tudor,GLS inh,12-LOX inh,ERG-DNA inh,Pin1 inh,TrxR1 inh,HP1b binding inh,Tb PGK inh,RGS4 inh
COc1cccc(N2CCN(c3nc(-c4ccccc4C)cc(=O)[nH]3)CC2)c1,?,13%,11%,13%,-1%,-11%,?,2%,17%
COc1cccc(C(=O)Nc2cccc(SC)c2)c1,2%,1%,0%,-8%,1%,18%[57.1 µM],10%,-12%,-19%
CCCCC(CC)CN=C(N)NC(N)=NCCCCCCN=C(N)NC(N)=NCC(CC)CCCC (centres undefined),79µM*,16µM*,?,20%,32%[activator],?,33%,i,?
CCC1CN(C(=O)N2CCC(C(=O)Nc3ccccc3OC)CC2)c2ccccc2O1 (centres undefined),?,-2%,12%,14%,4%,0%,-2%,-14%,-36%[11.4 µM]
Cc1ccc(S(=O)(=O)N2CCN(C(=O)c3ccccc3-c3nc4ccccc4s3)CC2)c(C)c1,-11%,16%,-12%,-1%,0%,5%,17%,4%,9%
O=C(Cc1ccc(-n2c(=S)[nH]c3ccccc3c2=O)cc1)N1CCN(c2ccccc2)CC1,-11%,-1%,-17%,2%,1%,-10%,29%,0%,-29%
Cc1ccc(NC(=O)ON=C2CCCC2)cc1,-5%,12%,18%,-3%,-1%,-1%,28%,-1%,9%
Cc1cc2c(c(=O)n1CCN(C)C)C(c1ccc(Cl)cc1)C(C#N)=C(N)O2 (centres undefined),-7%,9%,-25%,4%,2%,-2%,25%,-1%,-2%
COC(=O)c1cc(NC(=O)c2ccc(C)cc2)c(=O)oc1C,?,-2%,-10%,3%,5%,-11%,45%[activator],9%,-4%
CC(=O)Nc1ccc(-n2cnnn2)cc1,-11%,0%,0%,-1%,-1%,12%,18%,-5%,-3%
CN(CC(=O)NCC(c1ccccc1)N1CCCC1)S(=O)(=O)c1ccc(Cl)cc1 (centres undefined),-29%,-8%,?,20%,-1%,-8%,19%,-2%,?
COc1cccc(C(=O)Nc2nc3ccccc3[nH]2)c1,-15%,-6%,3%,-7%,3%,-5%,27%,?,-33%
Nc1c(C(=O)N2CCCCC2)sc(=S)n1-c1ccccc1,50µM*,-8%,?,3%,7%,?,14µM*,-2%,?
CN1CCN(S(=O)(=O)c2cccc(C(=O)Oc3ccc(Br)cc3F)c2)CC1,-35%,23%,/,-11%,-7%,-11%,13%,0%,9%
Cc1cccc(C)c1OCCNC(=O)C(=O)NCc1ccco1,-17%,2%,-15%,-3%,1%,2%,38%,2%,18%
CCCC1=C(C(=O)OCC)C(c2ccc(N(C)C)cc2)n2ncnc2N1 (centres undefined),?,29%,0%,10%,-2%,2%,4%,3%,-10%
CCC/C=C1\CCCOC(C(=O)NCc2ccccc2)(C(F)(F)F)C1 (centres undefined),-3%,/,/,/,-1%,?,6%,/,23%
CC(=O)c1cc2c(cc1NS(=O)(=O)c1ccccc1Br)OCO2,-7%,-10%,-4%,-10%,8%,15%[57.1 µM],50%[activator],2%,-25%
O=C(c1cc(=O)c2cc(Cl)ccc2o1)N(Cc1ccccc1)C1CCS(=O)(=O)C1 (centres undefined),-1%,-4%,?,-1%,-1%,14%,35%,-4%,-28%
O=C(NCCOc1ccccc1Cl)c1cccc2c1C(=O)c1ccc(Cl)cc1S2(=O)=O,-13%,0%,?,3%,28%,11%,42%[activator],8%,-15%
Cc1ccc(-c2onc(C)c2C)cc1S(=O)(=O)NCc1ccc(N(C)C)cc1,40µM*,18%,?,-1%,-1%,-5%[57.1 µM],?,-3%,-17%
COc1cccc(-c2nn(-c3ccc(C)cc3)cc2C(=O)N2CCN(C3CCS(=O)(=O)C3)CC2)c1 (centres undefined),-16%,4%,0%,-8%,2%,0%,24%,-5%,-7%
O=C(NN=Cc1cccc([N+](=O)[O-])c1)c1cccc2ccccc12,-15%,-2%,1%,1%,5%,11%[11.4 µM],5%,-7%,25%
CCOCc1c(C(=O)N2CCN(Cc3ccc(Br)s3)CC2)oc2ccccc12,-2%,13%,259%[activator],-19%,10%,-6%,42%[activator],0%,9%
COc1ccccc1OCCC(=O)OCC(=O)Nc1ccc(Br)cc1,-8%,5%,-11%,12%,-4%,0%[57.1 µM],11%,i,-14%
Cc1ccc(CNC(=O)C2CC(c3cccc([N+](=O)[O-])c3)=NO2)o1 (centres undefined),-30%,6%,-14%,-2%,?,?,10%,9%,-1%
CCOc1ccc(Nc2nc3cc(S(=O)(=O)N(CC)CC)ccc3o2)cc1,-17%,-9%,/,-3%,-2%,-19%[57.1 µM],-53%,5%,?
O=C(NCc1nc2ccccc2[nH]1)C1=C[C@@H](c2ccccc2)C[C@@H](OCc2ccc(CO)cc2)O1,-22%,1%,23%,7%,23%,14%,35%[activator],i,-10%

# Only RGS4 inh and HP1b binding inh, for some of the entries so far:
mol | RGS4 inh | HP1b binding inh
Cc1ccc(-c2onc(C)c2C)cc1S(=O)(=O)NCc1ccc(N(C)C)cc1 | -17% | ?
COc1cccc(-c2nn(-c3ccc(C)cc3)cc2C(=O)N2CCN(C3CCS(=O)(=O)C3)CC2)c1 (centres undefined) | -7% | 24%
O=C(NN=Cc1cccc([N+](=O)[O-])c1)c1cccc2ccccc12 | 25% | 5%
CCOCc1c(C(=O)N2CCN(Cc3ccc(Br)s3)CC2)oc2ccccc12 | 9% | 42%[activator]
COc1ccccc1OCCC(=O)OCC(=O)Nc1ccc(Br)cc1 | -14% | 11%
Cc1ccc(CNC(=O)C2CC(c3cccc([N+](=O)[O-])c3)=NO2)o1 (centres undefined) | -1% | 10%
